Compound activity: PubChem, National Center for Advancing Translational Sciences (NCATS)
GLP-1R agonist: qHTS of GLP-1 Receptor Agonists; Glucagon-like peptide 1 receptor (Homo sapiens), P43220; HEK293 GLP-1R CRE-luciferase, luminescence, 4-6 h; cells express a hypersensitive GLP-1R form; Potency, µM (doses to about 45.6 µM), for the others: at the top dose activation, hits mostly activators; actives 0.007% (n = 380,000); AID 624172, 2012; further: potency means the concentration at half of the fitted maximal effect; % of control where 0% means no effect
Target sequence (P43220 whole entry, looked up): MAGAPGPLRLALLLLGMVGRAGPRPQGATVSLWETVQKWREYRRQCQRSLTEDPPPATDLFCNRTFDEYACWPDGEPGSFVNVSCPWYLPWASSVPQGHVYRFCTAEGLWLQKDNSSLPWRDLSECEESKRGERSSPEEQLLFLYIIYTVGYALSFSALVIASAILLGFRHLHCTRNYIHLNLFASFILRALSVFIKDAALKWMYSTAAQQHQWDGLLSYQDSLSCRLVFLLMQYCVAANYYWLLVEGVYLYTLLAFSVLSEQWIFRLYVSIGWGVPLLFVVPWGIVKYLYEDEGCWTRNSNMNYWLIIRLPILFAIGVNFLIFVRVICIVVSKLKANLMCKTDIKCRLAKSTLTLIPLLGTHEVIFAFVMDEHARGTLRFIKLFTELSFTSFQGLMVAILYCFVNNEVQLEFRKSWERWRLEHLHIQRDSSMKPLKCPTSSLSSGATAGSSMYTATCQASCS
TDP-43 yeast inh: qHTS of TDP-43 Inhibitors; actives 1.8% (n = 410,000); Potency, µM (series often up to 46.1 µM), without a hit: top-dose growth rescue (activation), actives largely listed as activators; TDP-43 expressing yeast growth rescue, BacTiter-Glo, 24 h; further: potency means the concentration at half of the fitted maximal effect; % of control where 0% means no effect; nearly all actives have a fitted effect of over 50% in size
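Galactose-induced TDP-43 yeast, OD600=0.02, compound pinned; 24 hr, 30 deg C; BacTiter-Glo luminescence for growth. Inhibitors of TDP-43 toxicity read as activators.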
GLP-1R inv ag: qHTS of GLP-1 Receptor Inverse Agonists (Inhibition Mode); Glucagon-like peptide 1 receptor (Homo sapiens), P43220; Potency, µM (series often up to 38.3 µM), inactives show at the highest dose activity change, negative = inhibition, actives largely listed as inhibitors; HEK293 GLP-1R CRE-luciferase, luminescence, 24 h; GLP-1R form is constitutively active; actives 1.6% (n = 410,000); AID 624417, 2012; further: potency means the concentration at half of the fitted maximal effect; on the % scale 0 is the no-effect control and ±100 the full control effect; nearly all actives have a fitted effect of over 55% in size
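Cells are plated, allowed 12 hours at 37 deg C, then treated with compounds for 24 hr before luciferase detection reagent is added and luminescence is read after 12 min at room temperature. The HEK293 line carries constitutively active GLP-1R with a cAMP-responsive reporter.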
aSyn yeast inh: qHTS of alpha-syn Inhibitors. Yeast expressing alpha-synuclein, growth rescue, BacTiter-Glo, 24 h. Potency, µM (titrated, usually from 46.1 µM), for inactives: top-dose growth rescue (activation), actives largely listed as activators. actives 0.14% (n = 370,000). AID 652106, 2013; further: potency means the concentration at half of the fitted maximal effect; % of control where 0% means no effect; nearly all actives have a fitted effect of over 65% in size
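Rescue of yeast growth: cells expressing toxic alpha-synuclein, induced in galactose at OD600 0.02, incubated with compound 24 h at 30 C. ATP luminescence quantified growth; inhibitors of toxicity appear as activators.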
Abeta yeast res: qHTS for compounds that reverse cellular toxicity of Amyloid beta (A-beta) peptide in yeast: Primary Screen. Potency, µM (series often up to 46.1 µM), without a hit: at the top dose growth rescue, actives largely listed as activators. yeast expressing A-beta42, growth rescue, OD600, 48 h; response scale: 0% DMSO, 100% iron-clioquinol control. actives 0.063% (n = 410,000); further: potency means the concentration at half of the fitted maximal effect; nearly all actives have a fitted effect of over 55% in size
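Yeast A-beta toxicity model in growth medium with pinned compounds, 48 h at 30 C; growth read as absorbance at 600 nm. Normalized to FeCl3/clioquinol equimolar mix (positive) and DMSO (negative).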
PTHR1 agonist: qHTS for PTHR1 Agonists: Primary Screen | Parathyroid hormone/parathyroid hormone-related peptide receptor (Homo sapiens), Q03431 | HEK293 GP2 PTHR1 cells, GloSensor cAMP luminescence, 1 h | Potency, µM (highest dose often 115 µM), for inactives: at the highest dose activation, hits mostly activators | actives 0.075% (n = 410,000) | AID 743266, 2014; further: potency means the concentration at half of the fitted maximal effect; nearly all actives have a fitted effect of over 55% in size; some results filed as inactive show a strong effect at the top dose; inactives centre near -15; many of its hits are not listed in these tables
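HEK-293-derived GP2 cells expressing PTHR1 and a GloSensor cAMP reporter, 3,000/well, plated overnight, given luciferin plus IBMX (each 0.5 mM as added) for 1 h at 37 °C, then compound for 1 h at 37 °C. Luminescence was read after 15 min at room temperature.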
FUS yeast rescue: qHTS for Suppressors of FUS Proteinopathy: Primary screen using FUS-linked yeast assay; S. cerevisiae FUS-expressing, growth rescue, OD600, 24 h; Potency, µM (top dose mostly 76.6 µM), inactives show at the top dose growth rescue (activation), actives largely listed as activators; actives 0.24% (n = 390,000);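 further: potency means the concentration at half of the fitted maximal effect; plate controls were DMSO vehicle for no effect and reference control for full effect; nearly all actives have a fitted effect of over 55% in size; some results filed as inactive show a strong effect at the top dose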
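FUS-expressing yeast, raffinose-pregrown, induced in 2% galactose minimal medium at OD 0.005; compounds in a dilution series, 24hr at 30C. Growth restoration read as absorbance at 600 nm. CP55940 positive control, DMSO negative.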
D3 antag: qHTS of D3 Dopamine Receptor Antagonist: qHTS | D3R cells, DiscoveRx beta-arrestin luminescence, antagonist mode; active compounds read low | actives 2.5% (n = 360,000) | max response, negative = inhibition, %; in the data active means max response below about -50%; inconclusive means no clear call, values can overlap the other calls; further: on the % scale 0 is the no-effect control and ±100 the full control effect; mostly tested at two doses, the higher about 12 µM
Target sequence (P35462 whole entry, looked up): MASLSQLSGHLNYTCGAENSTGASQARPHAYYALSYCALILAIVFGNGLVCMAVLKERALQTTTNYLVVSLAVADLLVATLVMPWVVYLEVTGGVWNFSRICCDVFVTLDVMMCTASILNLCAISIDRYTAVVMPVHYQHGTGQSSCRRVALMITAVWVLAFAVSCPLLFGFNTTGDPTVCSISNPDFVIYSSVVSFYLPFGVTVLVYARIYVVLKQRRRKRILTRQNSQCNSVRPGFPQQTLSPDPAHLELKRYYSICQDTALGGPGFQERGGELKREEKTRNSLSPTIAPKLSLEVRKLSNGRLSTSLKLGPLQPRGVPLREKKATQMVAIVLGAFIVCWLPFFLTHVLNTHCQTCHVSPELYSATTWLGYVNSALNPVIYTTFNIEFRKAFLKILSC
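Cells expressing the human receptor were seeded at 1500 cells/well, incubated overnight at 37 degrees C in 5% CO2, then exposed to library compounds with dopamine controls for 90 minutes at 37 degrees C before luminescent detection.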
Akt phos inh: HTS Assay for Inhibitors of Akt Phophorylation: Primary Screen. AID 651550, 2012. Neuro2A IGF-stimulated pAkt S473 HTRF, 20 min; active compounds read low. activity change, % for hits at 50 µM. actives 0.32% (n = 360,000); in the data active means activity change below about -80%; inconclusive means mostly about -51% to -80%; further: on the % scale 0 is the no-effect control and ±100 the full control effect
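Neuro2A cells (4,500/well, DMEM with 0.5% FBS) were treated with compound at a single 50 µM final concentration, stimulated with 6 nM IGF for 20 min at 37 °C, and lysed. Phospho-Akt Ser473 was read by HTRF as 665/615 ratio ×10^4.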
* hit, by the source's call; i = inactive; ? = inconclusive; . = no result given; [ ] = another dose, or the depositor's remark. Unless noted, the call rests on the fitted dose curve; in most records, active means well fitted curve in the direction sought with a large enough effect; inconclusive means small, poorly fitted or top-dose-only effect, or another doubt; inactive means no such curve, though single readings can be large; an effect the other way counts as inactive or inconclusive. The list is partial, so the mix of outcomes need not match the whole.

No.	molecule	GLP-1R agonist	TDP-43 yeast inh	GLP-1R inv ag	aSyn yeast inh	Abeta yeast res	PTHR1 agonist	FUS yeast rescue	D3 antag	Akt phos inh
1	CCCn1c(C)cc(/C=C(\C#N)C(=O)OCC(=O)Nc2cccc(OC)c2)c1C	1%	-20%	14%	-4%	0%	-14%	8%	-2	i
2	COc1ccc(CNC(=O)Cn2cc([N+](=O)[O-])cn2)cc1	-2%	-2%	17%	-3%	-30%[inhibitor]	i	13%	-12	i
3	CC(C)Nc1nc(-c2ccccc2)nc(-n2ccnc2)n1	7%	0%	55%[activator]	-2%	13%	i	-14%	19	i
4	COc1ccc(C(=O)C2CCCN(C3Cc4ccccc4C3)C2)cc1OC (configuration not stated)	7%	-10%	?	-10%	2%	i	22%	?	i
5	CCn1c(SCc2ccc([N+](=O)[O-])cc2)nnc1C(C)NC(=O)c1ccccc1Br (configuration not stated)	-1%	-9%	?	-1%	22%	i	-5%	9	i
6	COc1ccc(NC(=O)CN2CCN(S(=O)(=O)c3ccc(Cl)cc3)CC2)cc1	0%	-8%	-5%	3%	0%	-3%	17%	3	i
7	Oc1ccc(-c2nc3ccc(Cl)cn3c2Nc2ccc(Cl)cc2)cc1	.	?	?	.	-10%	-26%	-7%	.	.
8	Cc1ccc(S(=O)(=O)N2CCOCC2)cc1NC(=O)CNCc1ccccn1	-3%	-7%	7%	-9%	1%	-3%	-2%	1	i
9	CC(C)COC(=O)N1CCCCC1c1cc(C(=O)NCc2ccc(F)cc2)no1 (configuration not stated)	5%	2%	?	0%	8%	i	28%	0	i
10	CN(C)CCC(C(=O)c1ccccc1)c1ccccn1 (configuration not stated)	-4%	1%	-15%	9%	8%	i	-6%	16	i
11	COc1cccc(NC(=O)c2nnn(Cc3cccc(C(F)(F)F)c3)c2N)c1	.	10%	?	.	-10%	-6%	11%	.	.
12	CN(C)/N=C1\C(=O)N(CN2CCN(c3ccccc3)CC2)c2ccccc21	-23%	5%	-25%	6%	-4%	0%	.	?	i
13	O=C(Nc1cc(S(=O)(=O)N2CCCCC2)ccc1Oc1ccccc1)C1=COCCO1	4%	2%	?	4%	3%	i	38%	11	i
14	O=C(CC1SC(N2CCCC2)=NC1=O)Nc1ccc(C(=O)NCc2ccc(F)cc2)cc1 (configuration not stated)	13%	-8%	1%	5%	-1%	i	12%	-1	i
15	COc1ccc2c(c1)Cc1sc(NC(C)=O)nc1-2	18%	?	53%[activator]	1%	4%	-38%[inhibitor][57.5 µM]	?	-10	i
16	C=CCN1c2ccccc2Sc2cnccc21	-7%	27%	?	0%	6%	-7%	5%	4	i
17	CCNC(=O)CN(c1ccc(C)cc1)S(=O)(=O)c1ccccc1	-6%	23%	-3%	4%	27%	i	10%	-6	i
18	CCC(C)c1ccc(NC(=O)COC(=O)CCNS(=O)(=O)c2cccs2)cc1 (configuration not stated)	0%	7%	21%	3%	-3%	i	32%	7	i
19	Cc1ccc(OCc2cc(C(=O)N(C)CCc3ccccn3)no2)cc1C	6%	2%	?	2%	0%	-27%	21%	-1	i
20	CCSc1ccc(/C(N)=N/OC(=O)c2cccs2)cn1	9%	15%	0%	-13%	-2%	-7%	-6%	5	i
21	CC(C)c1ccc(/C=C2\SC(N3CCCC3)=NC2=O)cc1	6%	-27%	12%	10%	-1%	-22%	28%	-9	i
22	COc1ccc(-c2cc(C(=O)NCc3ccccc3)no2)cc1OC	-4%	-20%	7%	4%	4%	i	21%	9	i
23	Nc1c(C(=O)Nc2cccc(F)c2)sc2nc(-c3cccs3)ccc12	1%	9%	-19%	.	-9%	-10%	6%	.	.
24	C=CCn1c(SCC(=O)Nc2ccc(NC(C)=O)cc2)nc2sc(C)c(C)c2c1=O	-2%	-16%	2%	18%	-12%	?	8%	-16	i
25	Cc1ccc(S(=O)(=O)N2C3CCCCC3O[C@H]2CC(=O)Oc2ccccc2)cc1 (some centres not stated)	.	-9%	?	-5%	6%	-17%	36%	-17	i
26	O=C(NN=CC=Cc1ccccc1)C(O)C(O)C(=O)NN=CC=Cc1ccccc1 (configuration not stated)	-12%	15%	20%	-5%	7%	i	.	-12	i
27	Cc1ccc(-n2ncc3c(N4CCC(Cc5ccccc5)CC4)ncnc32)cc1C	.	23%	6%	.	0%	-12%	-17%	.	.
28	Nc1cccc(C(=O)NCCNC(=O)c2cccc(N)c2)c1	-5%	12%	15%	-4%	5%	-23%	-19%	16	i
29	Cc1cc(C)n2nc(N)c(N=Nc3ccc4c(c3)OCO4)c2n1	3%	-17%	25%	-4%	-1%	i	6%	-24	i
30	CCN(C(=O)COc1ccccc1[N+](=O)[O-])C1CCS(=O)(=O)C1 (configuration not stated)	-20%	7%	0%	-8%	0%	-15%	8%	-15	i
31	COc1ccc(C2c3ccc4ccccc4c3Oc3ncn4nc(Cc5ccccc5)nc4c32)cc1OC (configuration not stated)	0%	4%	-16%	-13%	-1%	-4%	-27%	2	i
32	Cc1ccc2nc(-c3cccc(S(=O)(=O)N(C)C)c3)cn2c1	17%	4%	-1%	-8%	-8%	-1%[57.5 µM]	20%	2	i
33	CCOc1ccccc1NS(=O)(=O)c1ccc(Br)s1	-9%	-18%	?	14µM*	2%	-15%[57.5 µM]	23%	-18	.
34	CC(OC(=O)c1ccc(NS(=O)(=O)c2ccc3[nH]c(=O)[nH]c3c2)cc1)C(N)=O (configuration not stated)	-1%	-11%	12%	3%	1%	-7%	9%	-5	i
35	Cn1nc(C(C)(C)C)cc1N1C(=O)CCC1(C)C(=O)NC1CCCC1 (configuration not stated)	8%	11%	-2%	-12%	-6%	-9%	-20%	-5	i
36	COc1ccccc1OCC(=O)N(Cc1nc(-c2ccccc2)no1)C(C)C	20%	-18%	?	11%	-11%	i	?	4	i
37	NC(=O)CC(NC(=O)Cc1ccc(Cl)cc1)c1ccc(N2CCN(c3ccccn3)CC2)c([N+](=O)[O-])c1 (configuration not stated)	-4%	-6%	-14%	-1%	-12%	-36%	-21%	-20	i
38	CC(C)(C)C1COc2ccccc2N1C(=O)c1cccc(Cl)c1 (configuration not stated)	0%	3%	?	5%	-11%	-26%	18%	-20	i
39	COc1ccc(CCNC(=O)COC(=O)c2ccc[nH]c2=O)cc1	-7%	-12%	-6%	-14%	16%	-9%[57.5 µM]	11%	-12	i
40	COc1cc(C(N)=O)cc(Br)c1OC	-3%	8%	-20%	2%	32%	i	-12%	20	i
41	CC(C)NC(=O)c1ccc(-c2ccccc2C(F)(F)F)o1	?	4%	9%	1%	-14%	-16%[57.5 µM]	11%	-8	i
42	O=S1(=O)CCN(Cc2ccc(F)cc2)CC1	-3%	2%	0%	-4%	4%	-4%	1%	4	i
43	Cn1nccc1CNC(=O)c1ccnn1C	-34%[inhibitor]	0%	17%	-1%	16%	-25%	.	-7	i
44	O=C(Cc1ccc(F)cc1)N/N=C/c1ccccn1	-5%	10%	15%	2%	-12%	-14%	-4%	12	i
45	COc1ccc(CN2C(=O)C(CC(=O)NCCCN(C)C)CC(C(=O)N3CCCCCC3)=C2C)cc1 (configuration not stated)	-5%	-11%	33%[activator]	-10%	-19%	-4%	-13%	?	i

Among those listed so far, 2 contain an NH in an aromatic ring:
No.	molecule	GLP-1R agonist	TDP-43 yeast inh	GLP-1R inv ag	aSyn yeast inh	Abeta yeast res	PTHR1 agonist	FUS yeast rescue	D3 antag	Akt phos inh
34	CC(OC(=O)c1ccc(NS(=O)(=O)c2ccc3[nH]c(=O)[nH]c3c2)cc1)C(N)=O (configuration not stated)	-1%	-11%	12%	3%	1%	-7%	9%	-5	i
39	COc1ccc(CCNC(=O)COC(=O)c2ccc[nH]c2=O)cc1	-7%	-12%	-6%	-14%	16%	-9%[57.5 µM]	11%	-12	i

(cont.)
No.	molecule	GLP-1R agonist	TDP-43 yeast inh	GLP-1R inv ag	aSyn yeast inh	Abeta yeast res	PTHR1 agonist	FUS yeast rescue	D3 antag	Akt phos inh
46	CN1C(=O)C(O)(CC(=O)c2ccc3c(c2)OCO3)c2ccccc21 (configuration not stated)	4%	-7%	1%	0%	0%	-21%[57.5 µM]	2%	-13	i
47	CCn1c(SCC(=O)Nc2nccs2)nnc1-c1ccc(S(=O)(=O)N2CCCCCC2)cc1	-6%	5%	-9%	0%	28%	-10%	27%	66	i
48	COc1ccc(CCNC(=O)CCCn2c(=O)c3ccccc3n(CC(=O)Nc3c(C)cc(C)cc3C)c2=O)cc1OC	0%	19%	6%	.	-30%[inhibitor]	i	33%	.	.
49	C=CCc1ccccc1OCc1nc2ccccc2n1CC	.	14%	?	.	?	-15%	12%	.	.
50	C[N+](C)(CCOc1ccccc1)Cc1ccccc1	4%	25%	-11%	-1%	-17%	-11%	-14%	1	i
51	CC(=O)c1cccc(N(CC(=O)N2CCCC2)S(C)(=O)=O)c1	10%	-12%	0%	-7%	-5%	-51%[inhibitor][57.5 µM]	-2%	22	i
52	Nc1nonc1-n1nnc(C(=O)N/N=C/c2ccccc2F)c1CN1CCc2ccccc21	-7%	4%	?	-2%	.	i	41%	-1	i
53	Cc1cc(C)cc(-n2c(SC(C)C(=O)NCc3ccc4c(c3)OCO4)nc3ccccc3c2=O)c1 (configuration not stated)	-2%	7%	?	14%	9%	i	23%	-1	i

Down the list, as entered above:
Entries 46 to 53 in GLP-1R inv ag read 1%, -9%, 6%, ?, -11%, 0%, ?, ?
Entries 46 to 53 in FUS yeast rescue read 2%, 27%, 33%, 12%, -14%, -2%, 41%, 23%
